Source: PubChem
Autophagy HCS: autophagy modulators in MEF cells, primary screen, imaging, high-content, MEF GFP-LC3; MEF GFP-LC3 puncta imaging; test concentration mostly 10 µM; calls only at 10 µM (by protocol); 190,000 compounds, 0.98% hits; AID 463193, 2010;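 active means percentage of spot-positive cells more than 3 SD above its plate mean, without a fluorescence outlier flag or 80% toxicity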;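 further: spot-positive cell cutoff set from DMSO-treated cells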
WT yeast gro inh: growth inhibition of WT strain, primary screen, mitochondrial fusion inhibitor project, WT and mutant strains, chemical genetic. 190,000 compounds, 2.1% hits. mitochondrial fusion phenotypic screen. inhibition, % at 10 µM; in the data active means inhibition above about 58%; tested in S. cerevisiae
P. falciparum M17LAP: P. falciparum M17LAP inhibitors, primary screen, biochemical, fluorogenic H-Leu-NHMec substrate, 1536-well (AID 1619). 220,000 compounds, 0.38% hits. Leucine aminopeptidase (Plasmodium falciparum (isolate 3D7)). recombinant M17LAP, H-Leu-NHMec fluorogenic kinetic assay; higher % means a stronger effect. inhibition, % at 30 µM, or IC50 in µM where a hit was titrated;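 active means compound inhibiting the enzyme by more than half at any dose during confirmatory dose-response retesting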;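 further: plate controls were full reaction with DMSO carrier for no effect and no enzyme background for full effect; strong numbers were not always called active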
bCat nuc transl: modulators of beta-catenin nuclear translocation, primary screen, imaging, HeLa cells, immunofluorescence, high-content | nuclear translocation activity, % at 5 µM | 190,000 compounds, 0.3% hits | AID 1665, 2009;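 active means nuclear translocation activity above 50% at 5 µM, with a well cell count of 50 or more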;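 further: per-cell ratio of nuclear to cytoplasmic median beta-catenin stain intensity; plate controls were DMSO negative control for no effect and GSK-3 inhibitor IX positive control for full effect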
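Test system: human HeLa cell line; Doses: 5 µM primary, 0.02–20 µM confirmation; Incubation: 24 h compound exposure, 37°C; Detection: beta-catenin immunofluorescence imaging with DAPI; Read-out: beta-catenin nuclear/cytoplasmic ratio, % activation.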
P. falciparum M1AAP: P. falciparum M1AAP inhibitors, biochemical, fluorogenic H-Leu-NHMec substrate, 1536-well (AID 1445); Aminopeptidase N (Plasmodium falciparum (isolate 3D7)); recombinant M1AAP, H-Leu-NHMec fluorogenic kinetic assay; higher % means a stronger effect; inhibition, % at 30 µM; hits with a dose series show IC50 in µM; 220,000 compounds, 0.42% hits;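 active means primary inhibition above the hit cutoff, then over 50% inhibition at one or more dose response concentrations, cut at about 23% in these data, passing the limit was not always enough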;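 further: plate controls were DMSO full reaction for no effect and no enzyme background for full effect; strong numbers were not always called active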
Yfh1-depleted yeast: enhancers of respiration in Yfh1-depleted yeast, dose response, Friedreich's ataxia, plus single-dose screen (AID 1465); S. cerevisiae Yfh1-off respiration, WST-1 reduction, 72 h; higher fold induction means a stronger effect; fold induction at 50 µM; hits with a dose series show EC50 in µM; 220,000 compounds, 0.074% hits;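 active means fold induction of absorbance versus untreated yeast above a set limit, then at least 30% activation at any dose in follow-up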;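 further: activators that raise dye reduction in frataxin-depleted yeast; strong numbers were not always called active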
MT stabilizer: microtubule stabilizers in HeLa cells, primary screen, imaging, high-content imaging; HeLa tubulin immunostaining HCS, 24 h; share of cells brighter than vehicle mean+2SD; % tubulin-high responders, % at 10 µM; 200,000 compounds, 0.83% hits; AID 2205, 2009;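 active means plate Z-score above 3 for both tubulin-high and condensed-nucleus cell shares, with cell loss under 80%, at 10 µM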;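 further: anti alpha tubulin signal scored within the nucleus-defined area of each cell; some results filed as inactive read as strong as hits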
Dynein cargo inh: inhibitors of GR-EGFP nuclear translocation, primary screen, dynein cargo transport inhibitor project, imaging, high-content, 3617.4 mouse cells | AID 1381, 2008 | 220,000 compounds, 0.47% hits | test concentration mostly 20 µM; stimulated with dexamethasone, 1 µM; active compounds read low | z-score, hits read low;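 active means plate z-score of nuclear minus cytoplasmic receptor signal below a set negative limit, without overly bright fluorescence or cell loss, cut at about -3.5 in these data, passing the limit was not always enough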;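 further: z-score of nuclear minus cytoplasmic ring GR-EGFP intensity difference per well; some compounds called inactive have numbers as strong as hits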
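Buffer or medium: tet-free medium with charcoal-stripped serum / Also added: dexamethasone agonist, 1.0 µM final, for 30 min / Timing: induction 48 h, compound 1 h, agonist 30 min / Measured by: high-content fluorescence imaging after fixation / Read-out: nuclear-to-cytoplasmic GR-EGFP distribution per well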
T cell HTS: modulators of CD8 T cell-vesicle binding, primary screen, mouse 2C CD8+ T cells, flow cytometry; AID 2052, 2009; calls only at 7 µM; 330,000 compounds, 0.068% hits; 2C CD8+ T cell-vesicle binding; active compounds read low;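 active means response, share of CD8 T cells binding vesicles, and their 90th percentile fluorescence all below set limits, cut at about 80% in these data, passing the limit was not always enough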
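Also added: QL9-peptide-loaded Drosophila micro-vesicles bearing Ld, ICAM-1 and B7-1; Test system: purified 2C TCR transgenic mouse naive CD8+ T cells; Measured by: cytometric PE anti-B7-1 and Alexa647 anti-CD8 signals after 1% paraformaldehyde fixation; Timing: binding step 1.5 h, 37 °C, antibody labelling 20 min, ice.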
WT yeast gro inh mutant strain: further read-out of WT yeast gro inh, marked with its call; inhibition, %; mitochondrial fusion phenotypic screen, mutant strain inhibition
Dynein cargo inh cytoplasmic EGFP: recorded beside Dynein cargo inh, whose call it bears; z-score; measured here: cytoplasmic GR-EGFP intensity; active compounds read high
Dynein cargo inh nuclear GR-EGFP: further read-out of Dynein cargo inh, marked with its call; z-score; measured here: nuclear GR-EGFP intensity;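 lower value marks the stronger effect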
Dynein cargo inh cell count: second read-out of Dynein cargo inh, no call of its own (marks repeat the call); z-score; measured here: cell count per field
bCat nuc transl cell count 5 µM: further read-out of bCat nuc transl, marked with its call; cell count; measured here: cell count, cytotoxicity flag
T cell HTS vesicle-bound %: recorded beside T cell HTS, whose call it bears; double positive events, %; measured here: CD8+ vesicle-bound cell fraction;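 binding gate set so that unloaded-vesicle control wells show 10% double positive cells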
MT stabilizer Hoechst-high %: also measured in MT stabilizer; calls as there; % Hoechst-high responders; measured here: nuclear condensation Hoechst responders;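 share of cells brighter than vehicle mean plus two SD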
MT stabilizer cytotoxicity %: second read-out of MT stabilizer, no call of its own (marks repeat the call); toxicity, %; measured here: cytotoxicity by cell density;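 0% = mean cell density of plate MIN control wells and 100% = no cells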
Autophagy HCS cell loss 18 h: second read-out of Autophagy HCS, no call of its own (marks repeat the call); toxicity, %; measured here: cell loss, nuclei count;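 cell loss after 18 h compound exposure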
* = called active by the depositor; i = inactive; . = not tested or not shown; + = active, no number.

Abbreviations – A = Autophagy HCS; B = Autophagy HCS cell loss 18 h; C = WT yeast gro inh; D = WT yeast gro inh mutant strain; E = P. falciparum M17LAP; F = bCat nuc transl; G = bCat nuc transl cell count 5 µM; H = P. falciparum M1AAP; I = Yfh1-depleted yeast; J = MT stabilizer; K = MT stabilizer Hoechst-high %; L = MT stabilizer cytotoxicity %; M = Dynein cargo inh; N = Dynein cargo inh cytoplasmic EGFP; O = Dynein cargo inh nuclear GR-EGFP; P = Dynein cargo inh cell count; Q = T cell HTS; R = T cell HTS vesicle-bound %
COc1ccc2cc(Br)ccc2c1CC(=O)NC1CC(C)(C)NC(C)(C)C1
  A = i; B = -6; C = -8; D = -4; E = -9%; F = .; G = .; H = 2%; I = i; J = 2.0; K = 1.7; L = 9.2; M = 0.11; N = 0.14; O = 0.43; P = 0.38; Q = i; R = 22

COc1cccc(SCC2(O)CCN(C(=O)c3ccc(Cl)cc3)CC2)c1
  A = i; B = 5; C = 11; D = 10; E = -5%; F = 1.2; G = 1507; H = 0%; I = i; J = 2.5; K = 1.8; L = 5.9; M = -0.4; N = -0.31; O = -0.11; P = 1.2; Q = i; R = 14

CC/C(Cc1ccccc1)=N\NC(=O)c1cc([N+](=O)[O-])cc([N+](=O)[O-])c1
  A = i; B = 3; C = 2; D = -1; E = 28%; F = 1.8; G = 1063; H = -7%; I = i; J = 1.1; K = 1.1; L = 1.0; M = 0.48; N = -0.3; O = 0.18; P = -0.39; Q = i; R = 52

CCN(CC)S(=O)(=O)c1cc(NC(=O)C(CC(C)C)NC(N)=O)ccc1C (stereo unspecified)
  A = i; B = 10; C = -4; D = 16; E = 3%; F = -3.3; G = 970; H = -3%; I = i; J = 1.9; K = 2.5; L = 5.6; M = 0.26; N = -0.36; O = -0.21; P = -0.56; Q = i; R = .

Cc1ccc(Cl)cc1NC(=O)C[n+]1ccc(Cc2ccc([N+](=O)[O-])cc2)cc1
  A = i; B = 4; C = 22; D = -1; E = 2%; F = 0.0; G = 1180; H = 2%; I = i; J = 2.2; K = 1.1; L = 1.5; M = 0.1; N = -0.27; O = -0.45; P = 0.49; Q = i; R = 12

O=C(COc1ccccc1[N+](=O)[O-])Nc1ccc(Br)cc1
  A = .; B = .; C = .; D = .; E = 4%; F = -0.3; G = 1006; H = -4%; I = i; J = .; K = .; L = .; M = -0.55; N = -0.027; O = -0.51; P = 0.68; Q = i; R = 29

N#C/C(=N\Nc1ccc([N+](=O)[O-])cc1)C(=N)N1CCOCC1
  A = .; B = .; C = .; D = .; E = 21%; F = -1.1; G = 1075; H = 6%; I = i; J = .; K = .; L = .; M = -0.8; N = -0.21; O = -0.53; P = 0.59; Q = i; R = 52

N#Cc1ccc(CSc2nnc(Cc3cccs3)n2Cc2ccco2)cc1
  A = +; B = 33*; C = .; D = .; E = 7%; F = .; G = .; H = -2%; I = i; J = 4.2; K = 1.9; L = 5.8; M = 0.37; N = -0.092; O = 0.029; P = -0.73; Q = i; R = 33

OCc1nc2ccccc2n1C/C=C/c1ccccc1
  A = i; B = 2; C = -15; D = 9; E = 1%; F = 0.8; G = 611; H = -5%; I = i; J = 2.4; K = 1.2; L = 1.9; M = 1.7; N = -0.19; O = 0.49; P = -0.5; Q = i; R = 23

Cn1c(NCCN2CCCCC2)cc(=O)n(C)c1=O
  A = i; B = 17; C = -13; D = 19; E = -2%; F = -7.4; G = 1189; H = 5%; I = i; J = 3.8; K = 2.0; L = 13; M = 0.052; N = -0.17; O = 0.24; P = -0.024; Q = i; R = 40

CC(=O)c1ccc(-c2nnc(CCC(=O)N(C)Cc3cnc4ccccn34)o2)s1
  A = i; B = -14; C = -12; D = -8; E = 5%; F = -0.6; G = 1132; H = 3%; I = i; J = 3.4; K = 1.3; L = 10; M = -0.012; N = -0.21; O = 0.0075; P = -0.44; Q = i; R = 24

Cn1c(=O)oc2cc(S(=O)(=O)Nc3ccc4c(c3)OCO4)ccc21
  A = i; B = 16; C = -1; D = 28; E = -12%; F = -6.2; G = 898; H = 17%; I = i; J = 6.1; K = 3.8; L = 12; M = 3.6; N = 0.05; O = 1.7; P = -2.1; Q = i; R = 12

Just T cell HTS vesicle-bound % and P. falciparum M1AAP (5 entries from above):
SMILES | T cell HTS vesicle-bound % | P. falciparum M1AAP
N#C/C(=N\Nc1ccc([N+](=O)[O-])cc1)C(=N)N1CCOCC1 | 52 | 6%
N#Cc1ccc(CSc2nnc(Cc3cccs3)n2Cc2ccco2)cc1 | 33 | -2%
OCc1nc2ccccc2n1C/C=C/c1ccccc1 | 23 | -5%
Cn1c(NCCN2CCCCC2)cc(=O)n(C)c1=O | 40 | 5%
CC(=O)c1ccc(-c2nnc(CCC(=O)N(C)Cc3cnc4ccccn34)o2)s1 | 24 | 3%

Complete entries, looked up by structure. Order of values: Autophagy HCS | Autophagy HCS cell loss 18 h | WT yeast gro inh | WT yeast gro inh mutant strain | P. falciparum M17LAP | bCat nuc transl | bCat nuc transl cell count 5 µM | P. falciparum M1AAP | Yfh1-depleted yeast | MT stabilizer | MT stabilizer Hoechst-high % | MT stabilizer cytotoxicity % | Dynein cargo inh | Dynein cargo inh cytoplasmic EGFP | Dynein cargo inh nuclear GR-EGFP | Dynein cargo inh cell count | T cell HTS | T cell HTS vesicle-bound %
COc1ccc2cc(Br)ccc2c1CC(=O)NC1CC(C)(C)NC(C)(C)C1 in the list: i | -6 | -8 | -4 | -9% | . | . | 2% | i | 2.0 | 1.7 | 9.2 | 0.11 | 0.14 | 0.43 | 0.38 | i | 22
Cn1c(NCCN2CCCCC2)cc(=O)n(C)c1=O in the list: i | 17 | -13 | 19 | -2% | -7.4 | 1189 | 5% | i | 3.8 | 2.0 | 13 | 0.052 | -0.17 | 0.24 | -0.024 | i | 40
